# From PubChem
# Rab7 wt GTP bind = modulators of GTP binding to Rab7, primary screen, biochemical, wildtype, multiplex bead flow cytometry. GST-Rab7 beads, fluorescent GTP binding; actives lie on both sides; untreated = 100%, excess cold GTP = 0%. GTP binding activity (percent of control), % at 10 µM. actives 0.055% (n = 190,000). AID 758, 2007;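 active means fluorescent GTP binding to Rab7 beads changed by at least 20 points from the 100% baseline, either direction, mostly lower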;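 further: median green fluorescence of bound Bodipy-FL-GTP per Rab7 bead population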
# Bcl-B Bim block = inhibitors of Bim-Bcl-B binding, primary screen, biochemical, multiplexed, human Bcl-2 family; bead-based flow cytometry, Bim peptide-Bcl-B binding; inhibition, % at 10 µM; actives 0.073% (n = 190,000); AID 951, 2007;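 further: 0% = tracer peptide without compound and 100% = reference inhibitor peptide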
# Target sequence (Q9HD36 whole entry, looked up): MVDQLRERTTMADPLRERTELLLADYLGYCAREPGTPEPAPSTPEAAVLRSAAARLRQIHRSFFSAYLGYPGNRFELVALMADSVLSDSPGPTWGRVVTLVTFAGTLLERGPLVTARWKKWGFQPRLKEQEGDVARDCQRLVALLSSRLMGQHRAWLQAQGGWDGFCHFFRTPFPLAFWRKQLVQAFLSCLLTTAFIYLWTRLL
# Bcl-2 Bim block = inhibitors of Bim-Bcl-2 binding, primary screen, biochemical, multiplexed, human Bcl-2 family. Apoptosis regulator Bcl-2 (Homo sapiens), P10415. Bead-based flow cytometry, Bim peptide-Bcl-2 binding. inhibition, % at 10 µM. actives 0.06% (n = 190,000); in the data active means inhibition above about 40%;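 further: 0% = no compound wells with probe peptide and 100% = reference peptide inhibitor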
# Target sequence (P10415 whole entry, looked up): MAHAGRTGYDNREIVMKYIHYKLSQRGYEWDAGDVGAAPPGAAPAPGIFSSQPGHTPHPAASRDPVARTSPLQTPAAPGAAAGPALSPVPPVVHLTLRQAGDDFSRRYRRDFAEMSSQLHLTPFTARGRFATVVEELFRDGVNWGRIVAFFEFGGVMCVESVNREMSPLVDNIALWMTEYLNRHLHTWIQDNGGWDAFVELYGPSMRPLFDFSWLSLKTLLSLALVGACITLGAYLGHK
# Rac1 wt GTP bind = wildtype Rac1 GTP binding modulators, primary screen, biochemical, GST-Rac1 beads, flow cytometry, multiplex | fluorescent GTP binding; actives lie on both sides; 0 = cold GTP competed, 100 = untreated | actives 0.27% (n = 190,000) | GTP binding activity (% of control), % at 10 µM;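 active means GTP binding activity at least 20 points away from the 100% control level, either lower or higher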
# Rac1 act GTP bind = GTP binding modulators of activated mutant Rac1, primary screen, biochemical, bead-based flow cytometry, multiplex, fluorescent GTP. Ras-related C3 botulinum toxin substrate 1 (Homo sapiens), P63000. GST-Rac1 activated beads; actives lie on both sides; 100% means binding = to untreated wells. percent activity (GTP binding), % at 10 µM. actives 0.11% (n = 190,000);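 active means GTP binding at least 20 percentage points away from the 100% baseline, in either direction, so actives lie on both sides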
# HRas wt GTP = modulators of GTP binding to HRas wildtype, primary screen, biochemical, bead-based flow cytometry, multiplex. GTPase HRas (Homo sapiens), P01112. GST-Ras wt beads, Bodipy-FL-GTP binding; actives lie on both sides. GTP binding activity, % at 10 µM. actives 0.14% (n = 190,000). AID 759, 2007;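 active means GTP binding activity at least 20% away from the 100% baseline, either lowered as inhibitor or raised as activator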;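 further: 0% = unlabeled GTP competition control and 100% = no-compound control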
# Target sequence (P01112 whole entry, looked up): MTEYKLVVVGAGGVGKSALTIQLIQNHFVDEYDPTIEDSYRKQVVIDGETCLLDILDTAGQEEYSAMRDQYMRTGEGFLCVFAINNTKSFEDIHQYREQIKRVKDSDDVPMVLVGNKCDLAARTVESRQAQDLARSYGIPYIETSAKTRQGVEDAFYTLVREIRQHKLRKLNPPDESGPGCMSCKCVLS
# Bim-Bcl-XL = inhibitors of Bim-Bcl-XL binding, primary screen, biochemical, multiplexed, bead flow cytometry, human Bcl-XL. Bim peptide-Bcl-XL binding, fluorescence. inhibition, % at 10 µM. actives 0.04% (n = 190,000)
# Rab2 wt GTP = modulators of GTP binding to Rab2A wildtype, primary screen, biochemical, dog, bead-based flow cytometry, multiplex | actives 0.19% (n = 190,000) | AID 760, 2007 | GST-Rab2 wt beads, Bodipy-GTP binding | GTP binding activity, % at 10 µM;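 active means GTP binding activity at least 20 points away from 100%, either lowered or raised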;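 further: 0% = beads with excess unlabeled GTP and 100% = no-compound control corrected for plate trend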
# Cdc42 wt = modulators of GTP binding to wildtype Cdc42, primary screen, biochemical, multiplex bead flow cytometry, Bodipy-GTP | Cell division control protein 42 homolog (Homo sapiens), P60953 | GST-Cdc42 beads; actives lie on both sides | percent activity (GTP binding), % at 10 µM | actives 0.2% (n = 190,000);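 active means percent activity GTP binding at least 20 points away from the 100% baseline, either down as inhibitor or up as activator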;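 further: median bead fluorescence of bound Bodipy-FL-GTP at 100 nM; 0% = excess unlabeled GTP control and 100% = no compound control; below 100% means less GTP binding so inhibitor and above means activator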
# Target sequence (P60953 whole entry, looked up): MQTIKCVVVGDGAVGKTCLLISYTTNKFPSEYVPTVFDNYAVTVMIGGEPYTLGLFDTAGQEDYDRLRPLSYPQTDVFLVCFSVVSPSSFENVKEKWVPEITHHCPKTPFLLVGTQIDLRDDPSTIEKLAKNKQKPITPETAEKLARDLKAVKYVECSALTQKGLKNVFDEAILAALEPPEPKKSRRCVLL
# Bim-Bfl-1 = inhibitors of Bim binding to Bfl-1, primary screen, biochemical, multiplexed, bead-based flow cytometry; Bim-Bfl-1 binding inhibition; AID 1008, 2008; inhibition, % at 10 µM; Bcl-2-related protein A1 (Homo sapiens), Q16548; actives 0.12% (n = 190,000);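 further: 0% = wells without compound plus tracer and 100% = blocker peptide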
# Bim-Bcl-W = inhibitors of Bim binding to Bcl-W, primary screen, biochemical, multiplexed, bead-based flow cytometry | Bcl-2-like protein 2 (Homo sapiens), Q92843 | Bim peptide-Bcl-W binding | inhibition, % at 10 µM | actives 0.02% (n = 190,000) | AID 952, 2007;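 further: 0% = bound tracer without compound and 100% = peptide blocker; higher means less fluorescent Bim peptide bound to Bcl-W beads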
# Target sequence (Q92843 whole entry, looked up): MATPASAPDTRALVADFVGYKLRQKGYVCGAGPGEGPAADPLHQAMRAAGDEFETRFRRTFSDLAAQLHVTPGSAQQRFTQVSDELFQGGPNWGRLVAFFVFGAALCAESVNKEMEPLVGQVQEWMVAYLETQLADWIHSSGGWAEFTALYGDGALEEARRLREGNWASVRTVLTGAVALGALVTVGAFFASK
# Numbers without * were called inactive. Unless noted, no stated cut-off is given here; in the data, active means inhibition above about 40%.
SMILES,Rab7 wt GTP bind,Bcl-B Bim block,Bcl-2 Bim block,Rac1 wt GTP bind,Rac1 act GTP bind,HRas wt GTP,Bim-Bcl-XL,Rab2 wt GTP,Cdc42 wt,Bim-Bfl-1,Bim-Bcl-W
COc1ccccc1NC(=O)c1cc(C)nc2ccccc12,104.0,1.0,-2.0,96.0,97.0,98.0,-1.0,100.0,97.0,-3.0,3.0
Cc1nc2cc(-c3ccc(Cl)cc3)nn2c(C)c1CCC(=O)NC(C)c1ccc2c(c1)OCCO2 (stereo not given),99.0,-4.0,-4.0,97.0,99.0,97.0,-5.0,98.0,97.0,-3.0,-5.0
Cn1c2ccccc2c(=O)c2c(=O)n(C3CCCCCC3)c(C3CCCCC3)nc21,99.0,-8.0,-5.0,103.0,99.0,99.0,-10.0,99.0,102.0,0.0,-8.0
COc1ccc(NS(=O)(=O)/C=C/c2ccccc2)cc1,106.0,-4.0,-2.0,104.0,98.0,104.0,-3.0,101.0,103.0,0.0,0.0
CC(C)Oc1ccc(CNC(=O)Cn2c(=O)oc3ccccc32)cc1,100.0,-3.0,-7.0,106.0,101.0,102.0,-5.0,101.0,105.0,-11.0,0.0
Cc1oc2c(c1C(=O)Nc1cccc(C(=O)O)c1)CCCC2,100.0,-6.0,-11.0,102.0,99.0,101.0,5.0,98.0,98.0,-12.0,1.0
O=c1c2c3c(sc2nc2sc(C4CC4)nn12)CCCC3,98.0,-1.0,-5.0,101.0,101.0,99.0,-3.0,96.0,100.0,-2.0,-1.0
Cc1cc(C(=O)COC(=O)c2n[nH]c3ccccc23)c(C)n1C,102.0,-8.0,-10.0,102.0,95.0,99.0,-10.0,100.0,97.0,-18.0,-1.0
Cc1ccc(CS(=O)(=O)Cc2ccc(C(=O)NCc3ccco3)o2)cc1,102.0,-10.0,-9.0,105.0,98.0,101.0,-6.0,99.0,102.0,-16.0,-3.0
COc1cccc(-c2nnc(SCC(=O)N(C(C)C)C(C)C)o2)c1,97.0,-6.0,-13.0,104.0,96.0,100.0,-10.0,99.0,99.0,-17.0,-2.0
O=C(CSc1ncn[nH]1)NCc1ccc2c(c1)OCO2,106.0,-3.0,-1.0,100.0,96.0,98.0,0.0,99.0,97.0,-4.0,0.0
CCOC(=O)N/N=C/c1ccc(OCCSc2ccc(Cl)cc2)c(OCC)c1,100.0,-5.0,-5.0,102.0,98.0,101.0,-6.0,101.0,101.0,0.0,-2.0
CCn1nnc2sc3c(c2c1=O)CCC(C)C3 (stereo not given),99.0,-1.0,-1.0,101.0,98.0,99.0,0.0,102.0,101.0,1.0,0.0
COC(=O)c1cc(NC(=O)CC2SCCNC2=O)cc(C(=O)OC)c1 (stereo not given),96.0,0.0,1.0,97.0,93.0,95.0,-2.0,93.0,93.0,0.0,0.0
O=C(NCC(O)CO)c1ccc2[nH]c3ccccc3c2c1 (stereo not given),103.0,-6.0,-1.0,103.0,98.0,101.0,-3.0,102.0,97.0,0.0,-5.0
N#Cc1cnn2ccc(-c3cc(N4CCOCC4)ccc3[N+](=O)[O-])nc12,103.0,-5.0,-1.0,96.0,98.0,99.0,-3.0,98.0,99.0,-3.0,-3.0
COc1cccc(NC(=O)C2C3CC4OC(=O)C2C4C3)c1 (stereo not given),100.0,-4.0,-1.0,95.0,97.0,97.0,-2.0,95.0,97.0,-2.0,0.0
Cc1ccc2nc(-c3ccc(NC(=O)COC(=O)c4ccc(Br)o4)cc3)sc2c1,100.0,-6.0,-1.0,100.0,98.0,98.0,-4.0,99.0,102.0,-2.0,-5.0
CC(C)CCOCC(=O)Nc1cccc(C(=O)O)c1,98.0,-3.0,-5.0,106.0,99.0,100.0,-7.0,104.0,102.0,-4.0,0.0
OCCCNc1nc(-c2ccc(Cl)cc2)nnc1-c1ccc(Br)cc1,98.0,3.0,0.0,96.0,98.0,96.0,4.0,93.0,98.0,0.0,1.0
COc1ccc(C2C=C(c3ccccc3)Nc3nc(CCCO)nn32)cc1 (stereo not given),102.0,-1.0,-1.0,101.0,99.0,103.0,-1.0,102.0,105.0,1.0,-1.0
O=C(CSc1ccc(F)cc1)Nc1ccccc1Br,99.0,-5.0,-4.0,100.0,96.0,96.0,-1.0,97.0,100.0,-6.0,-3.0
COc1cccc(NC(=O)C2CC(=O)N=C(N)S2)c1 (stereo not given),95.0,-6.0,-10.0,95.0,92.0,95.0,-12.0,93.0,98.0,-10.0,0.0
O=C(CCS(=O)(=O)Cc1ccccc1)NCc1ccco1,100.0,-3.0,-2.0,101.0,96.0,101.0,4.0,101.0,101.0,-8.0,5.0
C=CCOC(=O)C1=C(C)NC(SCC(=O)NC(=O)OCC)=C(C#N)C1c1cccnc1 (stereo not given),101.0,-7.0,-5.0,105.0,101.0,102.0,-2.0,107.0,105.0,-11.0,0.0

# One compound at a time, from the list above.
# `O=C(CSc1ncn[nH]1)NCc1ccc2c(c1)OCO2` as listed: Rab7 wt GTP bind = 106.0; Bcl-B Bim block = -3.0; Bcl-2 Bim block = -1.0; Rac1 wt GTP bind = 100.0; Rac1 act GTP bind = 96.0; HRas wt GTP = 98.0; Bim-Bcl-XL = 0.0; Rab2 wt GTP = 99.0; Cdc42 wt = 97.0; Bim-Bfl-1 = -4.0; Bim-Bcl-W = 0.0
# `COc1ccccc1NC(=O)c1cc(C)nc2ccccc12` as listed: Rab7 wt GTP bind = 104.0; Bcl-B Bim block = 1.0; Bcl-2 Bim block = -2.0; Rac1 wt GTP bind = 96.0; Rac1 act GTP bind = 97.0; HRas wt GTP = 98.0; Bim-Bcl-XL = -1.0; Rab2 wt GTP = 100.0; Cdc42 wt = 97.0; Bim-Bfl-1 = -3.0; Bim-Bcl-W = 3.0

# The list goes on:
SMILES,Rab7 wt GTP bind,Bcl-B Bim block,Bcl-2 Bim block,Rac1 wt GTP bind,Rac1 act GTP bind,HRas wt GTP,Bim-Bcl-XL,Rab2 wt GTP,Cdc42 wt,Bim-Bfl-1,Bim-Bcl-W
Cc1ccc(-n2cc(CNCCN3CCOC3=O)c(-c3cccc(C)c3)n2)cc1,98.0,-6.0,-1.0,103.0,98.0,100.0,-4.0,101.0,105.0,-2.0,-2.0
Cc1ccccc1C1CCCN(Cc2nc(C3CC3)no2)C1 (stereo not given),97.0,-4.0,-2.0,97.0,94.0,97.0,0.0,93.0,95.0,-2.0,0.0
CCCCCCCCC(=O)NCCOc1ccc(OC)cc1,104.0,-5.0,-4.0,102.0,95.0,101.0,-8.0,99.0,98.0,-5.0,-6.0
NC(=O)COC(=O)CSc1ccc2ccccc2c1,105.0,-7.0,0.0,94.0,91.0,96.0,-3.0,97.0,89.0,-4.0,0.0
O=C(CCl)Oc1ccc2occ(C(=O)c3cccs3)c2c1,100.0,-7.0,-5.0,104.0,99.0,100.0,-9.0,99.0,99.0,-9.0,0.0
CCC(=O)c1ccc(OCC(O)CN2CCCCC2)cc1 (stereo not given),94.0,-2.0,-2.0,98.0,96.0,100.0,-1.0,97.0,104.0,-2.0,0.0
CCOc1cc(CNCc2ccccn2)ccc1OCC(=O)NC1CCCCC1,102.0,-11.0,-10.0,102.0,99.0,101.0,-10.0,102.0,102.0,-19.0,-1.0
CN(CCCNC(=O)CSc1cc(=O)n(C)c2cc(Cl)ccc12)Cc1ccccc1,96.0,-3.0,-3.0,95.0,93.0,94.0,-6.0,96.0,98.0,-4.0,-2.0
CCN(CCO)Cc1cc(=O)oc2cc3c(cc12)CCC3,98.0,-6.0,-2.0,100.0,96.0,99.0,1.0,98.0,97.0,-1.0,-2.0
O=C(CSc1cccc[n+]1[O-])NC1CCCCCCC1,104.0,-4.0,-4.0,103.0,96.0,102.0,-2.0,101.0,98.0,-10.0,-5.0
CC(C)(C)Nc1nc(SCC(=O)Nc2ccccc2)nc(N2CCOCC2)n1,103.0,1.0,1.0,92.0,91.0,96.0,1.0,98.0,92.0,3.0,2.0
O=c1nc2n(c3ccc([N+](=O)[O-])cc13)CCCCC2,108.0,-1.0,-3.0,100.0,97.0,102.0,-1.0,102.0,95.0,-4.0,0.0
Cc1ccc(SCCN)cc1C,98.0,-8.0,-7.0,103.0,98.0,97.0,-3.0,98.0,99.0,-8.0,-3.0
CCCCC(=O)NCc1ccc(F)cc1,95.0,-3.0,0.0,99.0,98.0,97.0,-4.0,100.0,99.0,-1.0,-2.0
O=C1CC(c2ccccc2)Cc2nc3nc(C(F)(F)F)nn3cc21 (stereo not given),104.0,-8.0,-12.0,104.0,100.0,102.0,-2.0,101.0,104.0,-11.0,2.0
CC1OC(Nc2ccc(N=Nc3ccccc3)cc2)C(O)C(O)C1O (stereo not given),98.0,-2.0,-2.0,96.0,96.0,97.0,-2.0,98.0,97.0,-4.0,-2.0
CCCOc1ccc(Cn2c(O)cc(=O)[nH]c2=O)cc1,97.0,-13.0,-12.0,104.0,95.0,100.0,-14.0,97.0,98.0,-18.0,-1.0
Cn1c(=O)oc2cc(S(=O)(=O)N3CCN(c4cccc(Cl)c4)CC3)ccc21,101.0,-12.0,-12.0,109.0,102.0,105.0,-4.0,103.0,105.0,-13.0,-2.0
O=C(CNC(=O)c1ccco1)OC(C(=O)c1ccccc1)c1ccccc1 (stereo not given),100.0,-9.0,-10.0,110.0,100.0,100.0,-7.0,98.0,103.0,-12.0,-1.0
COc1cc(C(=O)OCC(C)=O)c([N+](=O)[O-])cc1OC,98.0,0.0,-4.0,90.0,93.0,92.0,-1.0,93.0,92.0,-2.0,-3.0
COc1ccc(-c2cc(=Nc3ccc(C)cc3)c3ccccc3o2)cc1,98.0,-1.0,-2.0,98.0,98.0,97.0,0.0,98.0,100.0,4.0,0.0
Nc1c(C(=O)N/N=C/c2cccnc2)cnn1-c1ccccc1,102.0,-8.0,-5.0,100.0,101.0,102.0,-6.0,99.0,101.0,-2.0,-4.0
O=S1(=O)N=C(N2CCc3ccccc3C2)c2ccccc21,102.0,-4.0,-5.0,104.0,97.0,101.0,0.0,100.0,99.0,-6.0,6.0
Cc1ccc(S(=O)(=O)N(NC2=NS(=O)(=O)c3ccccc32)C(=O)c2ccccc2)cc1,102.0,-9.0,-9.0,107.0,100.0,99.0,-5.0,97.0,104.0,-2.0,-6.0
COc1ccc(NC(=O)COC(C)=O)cc1Cl,105.0,-8.0,-6.0,104.0,100.0,102.0,-8.0,102.0,104.0,-5.0,-5.0
Cc1ccc(C(=O)/C=C/c2ccc(F)cc2)o1,100.0,-3.0,-2.0,107.0,102.0,103.0,-2.0,101.0,102.0,0.0,-1.0
CCc1ccc(Nc2cc(C)nc3nc(C)nn23)cc1,97.0,-2.0,0.0,106.0,98.0,98.0,-4.0,99.0,103.0,0.0,-4.0
